# High-throughput results (PubChem)
# Rv3671c inh – inhibitors of M. tuberculosis serine protease Rv3671c; inhibition, % at 5.96 µM; actives 0.048% (n = 320,000); in the data active means inhibition above about 38%;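 further: extracellular domain of Rv3671c used as enzyme; 0% = enzyme with DMSO and 100% = no enzyme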
# MazEF act – increases E. coli MazEF RNase cleavage of RNA | P0AE70 | FAM/BHQ RNA-DNA oligo cleavage fluorescence, 5 h | activation, % at 20 µM | actives 0.32% (n = 350,000) | AID 504720; in the data active means activation above about 50%
# Target sequence (P0AE70 whole entry, looked up): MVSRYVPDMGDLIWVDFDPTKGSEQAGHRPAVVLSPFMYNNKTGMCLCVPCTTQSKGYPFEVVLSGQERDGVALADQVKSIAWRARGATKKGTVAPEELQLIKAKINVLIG
# Mtb UGM inh – Mtb UDP-galactopyranose mutase inhibition. inhibition, % at 10 µM. P9WIQ1. actives 0.06% (n = 320,000). purified UGM, fluorescence polarization probe displacement; in the data active means inhibition above about 10%, passing the limit was not always enough; inconclusive means no clear call, values can overlap the other calls
# Target sequence (P9WIQ1 whole entry, looked up): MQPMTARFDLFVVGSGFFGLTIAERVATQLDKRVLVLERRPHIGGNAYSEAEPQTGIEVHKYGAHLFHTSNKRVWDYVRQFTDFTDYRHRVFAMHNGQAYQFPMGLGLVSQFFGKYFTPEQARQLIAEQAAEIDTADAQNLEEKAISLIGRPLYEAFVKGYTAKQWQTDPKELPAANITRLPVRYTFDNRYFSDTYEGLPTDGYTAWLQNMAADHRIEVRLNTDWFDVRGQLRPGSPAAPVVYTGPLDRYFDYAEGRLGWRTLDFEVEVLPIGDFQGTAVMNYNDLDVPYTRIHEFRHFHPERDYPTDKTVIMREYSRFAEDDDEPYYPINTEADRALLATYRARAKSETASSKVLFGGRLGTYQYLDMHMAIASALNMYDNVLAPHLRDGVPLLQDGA
# BioA inh – BioA (M. tuberculosis) enzyme inhibition; purified M. tuberculosis BioA enzyme, plate reader; inhibition, % at 9.99 µM; actives 0.096% (n = 360,000); AID 602481; in the data active means inhibition above about 40%; inconclusive means no clear call, values can overlap the other calls
# FBA Mtb inh – Mtb fructose-bisphosphate aldolase inhibition. P9WQA3. purified M. tuberculosis FBA, fluorescence read-out. inhibition, % at 1 µM. actives 2.3% (n = 360,000); in the data active means inhibition above about 27%;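 further: 0% = vehicle and 100% = reference inhibitor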
# Target sequence (P9WQA3 whole entry, looked up): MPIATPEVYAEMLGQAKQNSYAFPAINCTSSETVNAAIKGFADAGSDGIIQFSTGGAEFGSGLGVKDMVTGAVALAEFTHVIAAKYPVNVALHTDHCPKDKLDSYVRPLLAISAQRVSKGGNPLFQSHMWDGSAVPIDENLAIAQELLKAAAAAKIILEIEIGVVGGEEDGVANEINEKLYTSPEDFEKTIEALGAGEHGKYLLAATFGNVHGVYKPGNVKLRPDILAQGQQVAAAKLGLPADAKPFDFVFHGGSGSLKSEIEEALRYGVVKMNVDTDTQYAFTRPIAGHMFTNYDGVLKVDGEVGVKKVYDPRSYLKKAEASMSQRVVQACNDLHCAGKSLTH
# PrPC TRFRET – inhibitors of human cell surface prion protein PrPC; P04156; TR-FRET read-out; inhibition, % at 13.8 µM; actives 0.43% (n = 370,000); AID 720596; in the data active means inhibition above about 24%; further: 0% = median of the test wells and 100% = reference compound wells
# BoNT F protease – BoNT F light chain protease inhibition. Multiplex microsphere protease cleavage assay, flow cytometry. inhibition, % at 10 µM. actives 0.22% (n = 360,000). AID 588497; in the data active means inhibition above about 35%, passing the limit was not always enough; inconclusive means no clear call, values can overlap the other calls; further: plate controls were buffer without enzyme for full effect and enzyme alone for no effect
# FadD28 FP inh – blocks FadD28 binding to the bisubstrate probe. fluorescence polarization. inhibition, % at 12.5 µM. actives 0.22% (n = 360,000). AID 588549; in the data active means inhibition above about 8.5%, passing the limit was not always enough; inconclusive means no clear call, values can overlap the other calls
# GDH-TPI inh – GDH-TPI coupled enzyme inhibition counter-screen; GDH-TPI coupled enzyme counterscreen, NADH absorbance; inhibition, % at 4.8 µM; actives 1.2% (n = 360,000); AID 588335; in the data active means inhibition above about 30%;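 further: 0% = DMSO wells and 100% = wells lacking the enzyme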
# The depositor's hits bear a star; ? = inconclusive; · = no result given; + = active, no number. No enrichment for hits; about 4.8% have a hit in one of these screens.
SMILES,Rv3671c inh,MazEF act,Mtb UGM inh,BioA inh,FBA Mtb inh,PrPC TRFRET,BoNT F protease,FadD28 FP inh,GDH-TPI inh
CCOC(=O)c1ccc(S(=O)(=O)NNC(=O)c2ccc3c(c2)nc(C)n3CC)cc1,-3,-4,1.8,-0.3,0,6,-2,-1.5,-8
CCC(c1nc2ccccc2[nH]1)N(C(=O)Cc1cc(OC)cc(OC)c1)c1ccc(N2CCOCC2)cc1 (stereo not given),·,·,·,0.2,-2,7,-4,-3.1,·
COc1ccc(S(=O)(=O)Nc2nc(C(F)(F)F)cs2)cc1,-15,-1,0.3,-0.5,2,0,-5,-2.5,-11
CC(C)[C@@H]1NC(=O)N(c2ccc(Oc3ccccc3)cc2)C1=O,-5,-6,3.1,1.1,3,-8,-16,-2.8,-5
COc1ccccc1NC1=C(N2CCCCC2)C(=O)c2ccccc2C1=O,-189,-15,0.7,·,-4,·,-2,-2.0,0
COC(CNC(=O)CN1CCN(Cc2ccc(F)cc2Cl)C1=O)OC,4,-4,-0.3,-1.3,0,6,9,-2.5,-5
CN1C2CCC1CC(NC(=O)CSCc1ccc(Cl)cc1Cl)C2 (stereo not given),1,4,0.6,·,2,1,-7,-1.9,-6
COc1ccc(NS(=O)(=O)c2ccc3c(c2)n(C)c(=O)n3C)cc1,-2,-8,-1.4,-9.2,1,7,0,0.3,4
CN(C)CCCn1c(N)c(C#N)c2nc(C#N)c(C#N)nc21,-18,5,-2.3,-1.5,61*,-3,4,-0.6,22
COc1ccc(N(CC(=O)NCc2ccc3c(c2)OCO3)C(=O)c2csnn2)cc1,2,1,-0.6,0.1,2,2,-4,·,1
O=C(O)c1cc(Cl)c2ccccc2c1O,1,-1,0.2,-0.3,40*,8,-9,3.4,2
O=C(CCS(=O)(=O)c1ccccc1Cl)NCc1ccc(F)cc1,-7,-4,0.3,·,-1,-6,-3,-4.5,-6
COc1ccc(OC)c(/C=N/NC(=O)C(O)c2ccccc2)c1 (stereo not given),4,16,0.2,7.4,101*,-4,14,-1.7,15
CCOc1ccc(NC(=O)CSc2nnc(C3CC3)n2N)cc1,4,3,-2.0,·,-1,·,2,-1.2,2
Brc1ccccc1OCCCN1CCCCCC1,-2,-3,0.7,·,1,4,-1,0.1,8
COC(=O)c1cccc(C(=O)N2CCCC(CNC(=O)c3ccccc3Cl)C2)c1 (stereo not given),5,-2,-1.5,-0.9,1,7,5,1.8,3
N#Cc1ccc(OCC(=O)OCC(=O)NCCC2=CCCCC2)cc1,5,-2,2.9,·,-2,-6,0,-3.2,3
COc1cccc(NC(=O)CN(C)C(=O)CCNC(=O)c2ccc(Br)cc2)c1,8,6,-0.7,·,-2,-1,-1,-2.1,-6
COc1ccc(N(CC(=O)NC2CC3CCC2C3)S(=O)(=O)c2ccc(C)cc2)cc1 (stereo not given),10,2,1.1,-0.2,-3,-8,2,-4.5,2
O=C(NCCc1ccc(Cl)cc1)C1CCCN(S(=O)(=O)N2CCCCCC2)C1 (stereo not given),3,1,-1.9,-1.3,-1,6,-1,-3.4,3
Cc1cc(-c2ccccc2)n(-c2ccc(C(=O)NC(C)C)cc2)n1,0,4,1.7,0.8,-2,-1,4,-2.2,-10
CC(C)c1nnc(SCC(=O)NCCC2=CCCCC2)n1N,3,-13,0.3,-4.2,1,4,-3,-0.4,7
COc1ccccc1N1CCN(C(=O)CSc2nnnn2C2CC2)CC1,·,-4,·,·,0,-4,1,-0.8,-1
O=C(NCc1ccccc1)c1cc(S(=O)(=O)N2CCCCC2)ccc1N1CCOCC1,-5,3,0.7,-0.8,1,4,6,-0.3,3
Cc1ccc(C(C)C)c(OCC(=O)Nc2ccc3c(c2)nc(CCN2CCCCC2)n3C)c1,-21,7,0.9,2.0,9,8,-7,-4.7,-12
# Carrying on.
SMILES,Rv3671c inh,MazEF act,Mtb UGM inh,BioA inh,FBA Mtb inh,PrPC TRFRET,BoNT F protease,FadD28 FP inh,GDH-TPI inh
N#Cc1ccc(C(=O)OCC(=O)Nc2cccc(S(=O)(=O)N3CCCCC3)c2)cc1,-1,-3,-0.9,1.7,2,-4,-3,·,-5
O=C(NCCCN1CCc2ccccc2C1)C1CCN(S(=O)(=O)N2CCC3(CC2)OCCO3)CC1,5,4,1.1,·,0,-3,-9,-1.9,-3
O=C(NCc1ccco1)c1cc(-c2ccccc2)on1,6,1,2.6,-1.3,-1,6,-1,-2.5,5
Cc1nnc(SCC(=O)Nc2c(C)n(C)n(-c3ccccc3)c2=O)n1Cc1ccccc1,-11,2,1.3,·,0,7,-4,0.2,0
O=C(Nc1cc(F)ccc1F)C1CCCO1 (stereo not given),-5,-1,1.3,·,-1,-2,-7,-2.5,-8
CC(=O)Nc1ccc(S(=O)(=O)NC2=C(N3CCN(C)CC3)C(=O)c3ccccc3C2=O)cc1,-31,-2,0.4,0.5,2,-61,-4,-1.0,10
COc1cccc(NS(=O)(=O)c2ccc3c(c2)CCN3C(C)=O)c1,2,4,2.0,0.8,0,16,-11,-4.3,-11
CCOC(=O)c1cccc(Nc2nc(-c3cccnc3)nc3ccccc23)c1,-39,-13,-1.2,-2.4,6,16,?,-22,14
CCN(CC)c1ccc(NS(=O)(=O)c2ccc3c(c2)oc(=O)n3C)c(C)c1,10,-17,3.7,1.1,-1,-5,-2,-2.0,7
COc1ccc(N(CC(=O)Nc2cccc(C(C)=O)c2)S(=O)(=O)c2ccc(NC(C)=O)cc2)cc1,·,-4,1.0,-2.5,-1,3,13,-2.6,3
Cc1cc(/C=C2/SC(=O)N(CC(=O)N3CCCC3)C2=O)c(C)n1C,9,3,1.3,-2.0,-1,-19,-1,-3.0,6
CCCc1cc(=O)[nH]c2nnc(SCC(=O)N3CC(C)OC(C)C3)n12 (stereo not given),1,1,-1.1,·,1,-1,7,0.2,5
O=C(NNC(=S)Nc1ccccc1)Nc1ccccc1,-13,-2,-0.6,·,0,6,-4,0.4,0
O=C(c1cccc(-c2cncc3nccn23)c1)N1CCOCC1,·,·,·,-1.5,+,4,-8,-0.9,8
CSc1ncccc1C(=O)OCC(=O)Nc1cc(C(F)(F)F)ccc1N1CCOCC1,-9,7,-0.1,·,1,6,-6,-1.5,-7
COc1ccccc1C(=O)NCCC(=O)N1CCCCC1,-1,-4,-0.5,-1.1,3,1,7,-3.4,-12
Cc1ccc(C(=O)N2CCC(Cc3ccccc3)CC2)cc1S(=O)(=O)N1CCOCC1,·,10,·,1.2,5,5,10,-0.8,-1
COCC(C)n1c(C)cc(C(=O)Cn2c(=O)oc3ccccc32)c1C (stereo not given),2,5,-1.1,-0.4,4,-6,1,-0.5,-4
CC1CCCCN1C(=O)c1ccccc1NC(=O)c1ccco1 (stereo not given),-4,7,-0.1,-1.1,1,1,11,-1.7,0
COc1ccc(Cc2nc(-c3ccccc3)no2)cc1,-6,-2,-2.4,0.3,0,1,-4,-3.8,1
COc1cc(C2CC(=O)Oc3cc(OC)c(OC)c(OC)c32)cc(OC)c1OC (stereo not given),·,1,·,0.2,2,-3,-8,-1.6,14
Cc1nn(CC(=O)NC2CCCCC2)c(=O)c2cccn12,2,7,3.0,0.0,0,2,5,-2.6,-3
O=C(NN=C1CCCC1)c1cccc(O)c1,4,6,0.2,-0.5,5,-3,0,-2.2,10
CCS(=O)(=O)N1CCN(Cc2nc3ccccc3c(=O)[nH]2)CC1,9,0,-1.8,0.9,3,3,-3,0.3,16
S=C(NC1CCCCC1)N1CCc2[nH]c3ccccc3c2C1,4,10,-0.9,·,0,3,?,-1.5,2

# Some values from the results shown.
# PrPC TRFRET with O=C(c1cccc(-c2cncc3nccn23)c1)N1CCOCC1 : 4
# Rv3671c inh with COCC(C)n1c(C)cc(C(=O)Cn2c(=O)oc3ccccc32)c1C (stereo not given) : 2
# MazEF act with CCCc1cc(=O)[nH]c2nnc(SCC(=O)N3CC(C)OC(C)C3)n12 (stereo not given) : 1
# FadD28 FP inh with O=C(NCc1ccco1)c1cc(-c2ccccc2)on1 : -2.5
# FadD28 FP inh with COc1ccccc1C(=O)NCCC(=O)N1CCCCC1 : -3.4

# 2 compounds from above, limited to MazEF act and BoNT F protease.
compound | MazEF act | BoNT F protease
COc1cc(C2CC(=O)Oc3cc(OC)c(OC)c(OC)c32)cc(OC)c1OC (stereo not given) | 1 | -8
Cc1nn(CC(=O)NC2CCCCC2)c(=O)c2cccn12 | 7 | 5

# (more compounds)
SMILES,Rv3671c inh,MazEF act,Mtb UGM inh,BioA inh,FBA Mtb inh,PrPC TRFRET,BoNT F protease,FadD28 FP inh,GDH-TPI inh
COc1cc(OC)cc(-c2cc3nc(C)c(CCC(=O)O)c(C)n3n2)c1,-4,2,0.1,0.3,12,-3,0,-7.0,5
C#Cc1ccc([C@@H]2C=C(C(=O)NC3CC3)O[C@H](OCc3ccc(CO)cc3)C2)cc1,-5,6,-7.7,0.2,1,-2,-3,-1.0,9
CNC(=O)CN(Cc1ccccc1)S(=O)(=O)c1ccc(Cl)cc1,4,9,-1.9,0.3,1,-5,?,-0.1,14
COc1ccc(-n2nc(C(=O)NCC(=O)NCCc3ccc(OC)c(OC)c3)c3ccccc3c2=O)cc1,4,10,-3.5,0.5,-6,-19,-3,-1.2,-3
Cc1ccc(C(=O)NNC(=O)c2ccc(C)cc2)cc1,-1,-13,0.0,·,1,12,0,-2.1,3
O=C(COC(=O)C1CCN(S(=O)(=O)c2cccs2)CC1)Nc1ccccc1Br,-4,-2,0.3,1.4,-2,-6,0,-3.0,-1
COc1ccc(CC(=O)O/N=C(\N)Cc2cccc3ccccc23)cc1,-3,-16,-1.8,·,-3,3,2,-4.6,5
O=C(O)c1ccccc1C(=O)Nc1ccc(S(=O)(=O)N2CCCC2)cc1,1,4,5.0,-2.1,1,2,-6,-0.9,3
COc1ccccc1CN(C)C(=O)c1ccc(S(=O)(=O)NCc2ccco2)cc1,-5,0,1.3,1.6,0,9,4,·,3
NC(=O)c1ccsc1NC(=O)c1nc(-c2ccccc2)n(-c2ccccc2)n1,-28,8,0.6,-1.1,-1,7,14,-7.9,18
CCCSCCCNC(=O)CC1Oc2ccccc2NC1=O (stereo not given),10,4,0.2,-0.7,2,10,4,0.1,-3
COc1ccc(-c2sc3cc(OC)c(OC)cc3c2C#CC2(O)CCCCC2)cc1,-6,0,1.7,0.4,15,-1,-5,0.0,20
Nc1nc2ccccc2n1/N=C/c1cccnc1,-2,7,0.2,5.4,0,-11,2,0.8,5
CCn1cc(CN2CCC(n3nccc3NC(=O)CCCc3ccccc3)CC2)c(C)n1,9,0,-1.3,-2.0,2,-4,6,-1.4,-8
CCc1noc(C)c1C(=O)N1CCCC(C(=O)c2cc(F)ccc2F)C1 (stereo not given),13,4,1.5,·,-2,-3,-2,-1.5,2
O=C1C(=C(I)I)c2ccccc2-c2ccccc21,·,-15,·,·,6,4,-11,-1.1,9
COC(=O)c1ccc(C(=O)OC)c(NC(=O)/C=C/C(=O)O)c1,-9,1,2.2,0.1,57*,2,-8,-0.7,0
COc1cc(/C=C/C(=O)O)cc(S(=O)(=O)Nc2ccccc2C(=O)NCCc2ccccc2)c1OC,-24,5,3.3,-0.9,1,2,1,-0.9,-4
COc1ccc(-n2c(=O)c(CCC(=O)N3CCC(C)CC3)nc3ccccc32)cc1,-32,6,-0.7,7.4,1,-7,-1,-3.0,5
O=C(CN(CC1CCCO1)C(=O)CCC(=O)Nc1ccccn1)NCC1CCCO1 (stereo not given),-2,4,2.6,-0.2,1,6,-8,-0.5,0
Cn1c([N+](=O)[O-])cnc1N1CCN(c2nncs2)C1=O,-6,2,-1.3,8.3,-3,-7,10,-0.5,13
COc1ccc(NC(=O)C(CC(=O)O)Cc2ccc(Cl)cc2)cc1 (stereo not given),9,1,0.7,0.0,-1,10,1,-0.4,-8
O=C(NNc1ncnc2c1cnn2-c1ccccc1)c1cccs1,6,2,-3.3,·,-3,6,-2,-5.0,13
Cc1nc2cc(C(=O)N3CCN(C)CC3)ccc2n1C,·,6,2.0,-0.8,-1,-8,0,0.0,-8
CCN(CC)CCN(C(=O)C1=COCCO1)c1nc2ccc(C)cc2s1,-3,4,-0.7,0.5,0,-6,-13,-1.0,7
CCc1cccc(C)c1NC(=S)NCc1cccn1C,-14,0,-2.1,·,1,4,-11,0.4,0
COc1ccc(N=Nc2nc3ccc(Br)cc3n2C)cc1,8,-40,66*,-12,21,-6,0,0.0,4
CCOC(=O)c1c(C)c(C(=O)NC2CCCCC2)c(C)n1CC,·,0,·,·,-2,-6,2,-3.9,-6
